Screening results: PubChem, National Center for Advancing Translational Sciences (NCATS)
JMJD2E inh: qHTS Assay for Inhibitors of Human Jumonji Domain Containing 2E (JMJD2E). Lysine-specific demethylase 4E (Homo sapiens), B2RXH2. JMJD2E catalytic domain, FDH-coupled NADH fluorescence (FDH is formaldehyde dehydrogenase). Potency, µM (titrated, usually from 57.1 µM), for inactives: at the top dose activity change, negative = inhibition, hits mostly inhibitors. 1.6% of 230,000 active. AID 2147, 2009; active means well fitted inhibition curve with a large enough effect, not every such curve was filed as active; inconclusive means small, poorly fitted or top-dose-only effect, or another doubt; inactive means no such curve, though single readings can be large or run the other way;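 further: 0% = wells with enzyme and -100% = buffer wells without enzyme; nearly all actives have a fitted effect of over 50% in size; many of its hits are not listed in these tables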
Target sequence (B2RXH2 1-337 limits assumed): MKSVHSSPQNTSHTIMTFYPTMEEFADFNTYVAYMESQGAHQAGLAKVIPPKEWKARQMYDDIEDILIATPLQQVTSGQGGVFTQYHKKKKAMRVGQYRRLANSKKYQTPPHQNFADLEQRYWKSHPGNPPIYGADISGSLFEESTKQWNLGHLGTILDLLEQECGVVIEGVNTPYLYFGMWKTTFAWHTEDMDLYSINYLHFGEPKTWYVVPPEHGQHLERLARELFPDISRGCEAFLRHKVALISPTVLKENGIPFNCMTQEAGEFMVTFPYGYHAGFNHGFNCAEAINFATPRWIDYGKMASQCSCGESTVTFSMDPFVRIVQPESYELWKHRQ
HTT aggregate: qHTS Multiplex Assay to Identify Dual Action Probes in a Cell Model of Huntington: Aggregate Formation (GFP); PC12 HttQ103-GFP aggregates, Acumen cytometry, 40 h; 1.1% of 220,000 active; Potency, µM (series often up to 46.1 µM), without a hit: top-dose activity change, negative = inhibition, hits mostly inhibitors; further: on the % scale 0 is the no-effect control and ±100 the full control effect; nearly all actives have a fitted effect of over 60% in size
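Multiplexed with ATP-based cell death, this channel scores GFP aggregates in PC12 cells expressing inducible HTTex1-Q103-GFP. Induction used 100 nM tebufenozide; compounds were tested in concentration series.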
HTT ATP protect: qHTS Multiplex Assay to Identify Dual Action Probes in a Cell Model of Huntington: Cytoprotection (ATP). Potency, µM (top dose mostly 56.4 µM), for inactives: cytoprotection (ATP increase), usual class: activators. 0.14% of 230,000 active. PC12 HTT-Q103 induced, cytoprotection, ATP luminescence, 40 h;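 further: % of control where 0% means no effect; nearly all actives have a fitted effect of over 45% in size; toxic huntingtin expression switched on by the ecdysone agonist tebufenozide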
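Stable PC12 Q103-GFP cells in serum-supplemented, phenol red-free DMEM; induction by tebufenozide at 100 nM final; compound dose series; cell viability quantified luminescently from ATP.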
ALDH1A1 block: qHTS Assay for Inhibitors of Aldehyde Dehydrogenase 1 (ALDH1A1); Purified ALDH1A1, NADH fluorescence, propionaldehyde substrate; AID 1030, 2008; Aldehyde dehydrogenase 1A1 (Homo sapiens), P00352; Potency, µM (top dose mostly 75.3 µM), for the others: at the highest dose activity, negative = inhibition, hits mostly inhibitors; 7.3% of 220,000 active; active means well fitted inhibition curve with a large enough effect, not every such curve was filed as active; inconclusive means small, poorly fitted or top-dose-only effect, or another doubt; inactive means no such curve, though single readings can be large or run the other way;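 further: plate controls were no enzyme wells and a reference inhibitor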
Target sequence (P00352 whole entry, looked up): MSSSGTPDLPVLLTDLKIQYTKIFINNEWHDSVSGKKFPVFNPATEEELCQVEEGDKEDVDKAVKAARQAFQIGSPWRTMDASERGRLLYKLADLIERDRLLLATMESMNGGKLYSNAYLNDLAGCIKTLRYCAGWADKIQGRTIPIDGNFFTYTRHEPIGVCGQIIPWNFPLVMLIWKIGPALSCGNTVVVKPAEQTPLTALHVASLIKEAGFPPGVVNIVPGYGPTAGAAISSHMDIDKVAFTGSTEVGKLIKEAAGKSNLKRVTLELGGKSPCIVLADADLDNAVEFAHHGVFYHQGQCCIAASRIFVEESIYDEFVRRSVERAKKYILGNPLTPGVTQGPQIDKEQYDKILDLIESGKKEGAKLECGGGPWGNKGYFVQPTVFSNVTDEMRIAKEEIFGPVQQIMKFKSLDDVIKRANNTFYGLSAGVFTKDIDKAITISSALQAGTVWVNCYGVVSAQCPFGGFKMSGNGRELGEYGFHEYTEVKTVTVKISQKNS
SMN2 splice enh: qHTS Assay for Enhancers of SMN2 Splice Variant Expression. HEK293 SMN2-luciferase splicing reporter, luminescence, 30-36 h. Potency, µM (doses to about 46.1 µM), inactives show at the highest dose activity change, positive = activation, most hits filed as activators. 2.8% of 210,000 active. AID 1458, 2008; further: % of control where 0% means no effect; nearly all actives have a fitted effect of over 55% in size
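HEK293 cells carry an SMN2 minigene-luciferase reporter in which exon 7 inclusion puts luciferase in frame. Cells were seeded at 2000 cells/well, attached for 10-12 hours, then exposed to compounds for 30-36 hours at 37C before ONE-Glo luminescence.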
Tau fluor counter: Counterscreen qHTS for Inhibitors of Tau Fibril Formation, Fluorescence Polarization; tau K18 P301L Alexa594 fluorescence, heparin fibrillization; Potency, µM (highest dose often 57.7 µM), without a hit: top-dose activity change, negative = decrease; AID 1463, 2008; 0.93% of 280,000 active; further: on the % scale 0 is the no-effect control and ±100 the full control effect; nearly all actives have a fitted effect of over 55% in size
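Human tau K18 P301L (15 uM unlabeled, 0.24 uM Alexa 594-labeled) in 100 mM sodium acetate pH 7 with 20 uM heparin, 6 hr at 37 C. ThT 30 uM added, 1 hr ambient; Alexa 594 FP and total fluorescence read at 555/632 nm.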
Tau fibril ThT: qHTS for Inhibitors of Tau Fibril Formation, Thioflavin T Binding. recombinant tau K18 P301L, heparin-induced fibrillization, ThT fluorescence. Microtubule-associated protein tau (Homo sapiens), P10636. Potency, µM (doses to about 57.4 µM), for the others: at the highest dose activity, negative = inhibition, actives largely listed as inhibitors. 2.1% of 270,000 active; further: on the % scale 0 is the no-effect control and ±100 the full control effect; nearly all actives have a fitted effect of over 55% in size
Target sequence (P10636 561-689 P618L limits assumed): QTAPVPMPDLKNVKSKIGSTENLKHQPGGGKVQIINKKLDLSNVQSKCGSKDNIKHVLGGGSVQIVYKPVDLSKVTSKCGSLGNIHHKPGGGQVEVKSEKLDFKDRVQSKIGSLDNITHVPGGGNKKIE
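ThT emission at 510 nm, taken 1 hr after adding 30 uM dye, quantifies aggregates formed when 20 uM heparin acts on human tau K18 P301L for 6 hr at 37 C.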
Tau FP inhib: qHTS for Inhibitors of Tau Fibril Formation, Fluorescence Polarization. AID 1468, 2008. 0.39% of 280,000 active. Potency, µM (top dose mostly 57.7 µM), for the others: top-dose activity, negative = inhibition, usual class: inhibitors. K18 P301L tau heparin fibrillization, Alexa594 FP, 6 h. Microtubule-associated protein tau (Homo sapiens), P10636; further: on the % scale 0 is the no-effect control and ±100 the full control effect; nearly all actives have a fitted effect of over 55% in size
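Compound effects on tau fibrillization are measured by Alexa 594 fluorescence polarization (ex 555, em 632 nm). K18 P301L tau is used at 15 uM with 0.24 uM labeled tracer, and 20 uM heparin induces aggregation over 6 hr at 37 C.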
Active calls of the source: *; ? = inconclusive; nt = no result given; [ ] = remark or other dose. Unless noted, the call rests on the fitted dose curve; in most records, active means well fitted curve in the direction sought with a large enough effect; inconclusive means small, poorly fitted or top-dose-only effect, or another doubt; inactive means no such curve, though single readings can be large; an effect the other way counts as inactive or inconclusive. Potency means the concentration at half of the fitted maximal effect. The list is partial. The share of hits here may be higher or lower than overall.

#	mol	JMJD2E inh	HTT aggregate	HTT ATP protect	ALDH1A1 block	SMN2 splice enh	Tau fluor counter	Tau fibril ThT	Tau FP inhib
1	CCOc1ccc(NC(=O)CC2C(=O)N(c3ccc(F)cc3)C(=O)N2CCc2sccc2C)cc1 (stereo unspecified)	nt	nt	nt	nt	-1%	?	3%	-14%
2	CC(C)CNC(=S)Nc1ccc(Oc2ccccc2)cc1	-8%	-23%	-2%[10 µM]	?	nt	?	-16%	7%
3	CCOc1ccc(Cl)cc1S(=O)(=O)N1CCN(c2ccc(C)c(C)c2)CC1	-5%	-26%	21%	-5%	-9%	?	?	?
4	CC(C)Oc1ccc(Cc2c(O)nc(NCCCN(C)C)[nH]c2=O)cc1	3%	-4%	33%[10 µM]	5%	24%	7%	6%	4%
5	Nc1ccc2nc(-c3ccccn3)[nH]c2c1	?	10%	-12%[10 µM]	10%	16µM*	?	25µM*	-7%
6	Cc1cc(NC(=O)CSCCc2ccncc2)no1	-1%	-13%	-5%	-4%	-4%	-5%	-13%	0%
7	CCOC(=O)c1cccc(NC(=O)CCOc2ccccc2)c1	-20%	-12%[9.22 µM]	-26%[10 µM]	3%	nt	9%[2.34 µM]	-8%	3%[2.34 µM]
8	CCCCn1c(SCC(=O)Nc2cccc(OC)c2)nc2ccc(N3CCOCC3)cc2c1=O	?	13%	-16%	?	-1%	?	?	9%
9	NC(=O)CN(c1ccccc1)C1SC(=O)N(Cc2ccccc2)C1=O (stereo unspecified)	2%	-1%	-14%	?	-1%	-6%	-10%	5%
10	CCN(CC)Cc1csc(C(N)=O)c1	6%	?	15%	6%	18%	1%	8%	-3%
11	CC(C)(C)c1ccc(C(=O)N2CCCN(C(=O)c3ccc(C(C)(C)C)cc3)CC2)cc1	3%	?	-16%[10 µM]	?	-38%[inhibitor]	9%	-13%	3%
12	Cc1nnc2n(-c3ccccc3)c(=O)c3c4c(sc3n12)COC(C(C)C)C4 (stereo unspecified)	0%	-9%	-1%	12%	-11%	0%	-7%	5%
13	CCS(=O)(=O)N1Cc2ccccc2CC1C(=O)NC(C)C12CC3CC(CC(C3)C1)C2 (stereo unspecified)	-6%	-5%	12%	-9%	14%	-15%	-15%	3%
14	Cc1ccc(S(=O)(=O)NC(=O)N2CCCC(C)(C)C2)cc1	-4%	9%[9.22 µM]	-4%	5%	7%	10%	14%	6%
15	Cc1cnc(NC(=O)CSc2nc3ccccc3c(=O)[nH]2)s1	2%	13%	-4%[10 µM]	-5%	-12%	-7%	-8%	-10%
16	COc1ccccc1OCc1cc(-c2ccccc2)no1	3%	-19%	-91%[inhibitor]	-5%	13µM*	-16%	-10%	1%
17	Cc1ccc(S(=O)(=O)N(C)C)cc1NC(=O)CSc1ncc(C(F)(F)F)cc1Cl	6%	-18%	-36%[0.074 µM]	-1%	-9%	-17%	-5%	5%
18	Nc1c(N2CCOCC2)cc(Cl)c2nonc12	?	-25%	6%[0.074 µM]	-13%	0%	-25%	16µM*	?
19	Cc1ccc(C(=O)C2=C(O)C(=O)N(CCCN(C)C)C23C(=O)N(C)c2ccccc23)o1 (stereo unspecified)	0%	-15%[9.22 µM]	-1%[0.074 µM]	2%	-8%	3%	-4%	-11%
20	CN(C)/C=C/C(=O)c1ncc(C(F)(F)F)cc1Cl	-7%	-13%	11%[10 µM]	-9%	10%	7%	0%	1%
21	NNC(=S)NC1CCCCC1	1%	-18%	?	-3%	6%	-5%	-2%	-7%
22	Cc1ccc(NC(=O)C(=O)NCc2ccc(/C=N/NC(=O)c3c(C)nc4cc(C)ccn34)o2)cc1	-3%	-13%	-24%[10 µM]	-5%	25%	?	?	1%
23	CCCCc1ncc(CN2CCC(CC3CCCCO3)(C(=O)OCC)CC2)[nH]1 (stereo unspecified)	-2%	6%[9.22 µM]	-7%[10 µM]	-2%	-15%	1%	-3%	-6%
24	Cc1ccc(C)c(NC(=O)/C(C#N)=C/c2ccc(Sc3nncn3C)c([N+](=O)[O-])c2)c1	6%	1%	-19%[10 µM]	-8%	-2%	-1%	8%	8%
25	CCCC(NS(=O)(=O)c1ccc(Br)cc1)C(=O)O (stereo unspecified)	-5%	-10%[9.22 µM]	-1%	3%	6%	6%	-5%	1%
26	COc1ccc(-c2csc(-c3nc(-c4ccc(Br)s4)cs3)n2)cc1F	nt	nt	nt	nt	-2%	-1%	-10%	-1%
27	CCOC(=O)CN(C)C(=O)CCc1nnc(-c2ccsc2)o1	?	26%[9.22 µM]	21%[10 µM]	-2%	nt	-15%	-12%	11%[2.34 µM]
28	c1nc(N2CCOCC2)c2c3c(sc2n1)CCCC3	-16%	?	13%[1.9 µM]	6%	-12%	1%	2%	-1%
29	O=C(O)C1CC=CCC1C(=O)NCCCCc1ccccc1 (stereo unspecified)	5%	5%	-16%	?	5%	8%	6%	0%
30	Nc1c(C(=O)NCc2ccccc2)nnn1Cc1cccc(Cl)c1	3%	-17%	-29%	15%	-4%	-14%	-13%	-10%

9 structures from above, arranged by count of non-hydrogen atoms, highest first:
#	mol	JMJD2E inh	HTT aggregate	HTT ATP protect	ALDH1A1 block	SMN2 splice enh	Tau fluor counter	Tau fibril ThT	Tau FP inhib
22	Cc1ccc(NC(=O)C(=O)NCc2ccc(/C=N/NC(=O)c3c(C)nc4cc(C)ccn34)o2)cc1	-3%	-13%	-24%[10 µM]	-5%	25%	?	?	1%
8	CCCCn1c(SCC(=O)Nc2cccc(OC)c2)nc2ccc(N3CCOCC3)cc2c1=O	?	13%	-16%	?	-1%	?	?	9%
12	Cc1nnc2n(-c3ccccc3)c(=O)c3c4c(sc3n12)COC(C(C)C)C4 (stereo unspecified)	0%	-9%	-1%	12%	-11%	0%	-7%	5%
4	CC(C)Oc1ccc(Cc2c(O)nc(NCCCN(C)C)[nH]c2=O)cc1	3%	-4%	33%[10 µM]	5%	24%	7%	6%	4%
26	COc1ccc(-c2csc(-c3nc(-c4ccc(Br)s4)cs3)n2)cc1F	nt	nt	nt	nt	-2%	-1%	-10%	-1%
7	CCOC(=O)c1cccc(NC(=O)CCOc2ccccc2)c1	-20%	-12%[9.22 µM]	-26%[10 µM]	3%	nt	9%[2.34 µM]	-8%	3%[2.34 µM]
27	CCOC(=O)CN(C)C(=O)CCc1nnc(-c2ccsc2)o1	?	26%[9.22 µM]	21%[10 µM]	-2%	nt	-15%	-12%	11%[2.34 µM]
14	Cc1ccc(S(=O)(=O)NC(=O)N2CCCC(C)(C)C2)cc1	-4%	9%[9.22 µM]	-4%	5%	7%	10%	14%	6%
6	Cc1cc(NC(=O)CSCCc2ccncc2)no1	-1%	-13%	-5%	-4%	-4%	-5%	-13%	0%

As entered above:
HTT ATP protect, CCOc1ccc(Cl)cc1S(=O)(=O)N1CCN(c2ccc(C)c(C)c2)CC1 reads 21%
Tau fluor counter, CCOC(=O)CN(C)C(=O)CCc1nnc(-c2ccsc2)o1 reads -15%

New compounds follow.
#	mol	JMJD2E inh	HTT aggregate	HTT ATP protect	ALDH1A1 block	SMN2 splice enh	Tau fluor counter	Tau fibril ThT	Tau FP inhib
31	O=[N+]([O-])c1ccc(-n2nnnc2-c2ccccc2)c([N+](=O)[O-])c1	-21%	?	21%[0.074 µM]	-5%	-36%[inhibitor]	11µM*[quencher]	14µM*	?
32	COc1ccc(NC(=O)c2cc(Cl)ccc2Cl)c([N+](=O)[O-])c1	-11%	-20%	30%[10 µM]	4%	-6%	-12%	-5%	-11%
33	COc1ccc(C2CC(=O)Oc3c(C(CCN4CCCCC4)c4ccc(N(C)C)cc4)c(OC)cc(OC)c32)cc1 (stereo unspecified)	-4%	28%[9.22 µM]	21%[10 µM]	nt	nt	-16%	?	4%
34	N/C(=N\OC(=O)CCCOc1ccccc1)c1ccc(Br)cc1	-4%	-4%	12%	3%	23%	-15%	-16%	-3%
35	Cc1ccccc1OCC(=O)OC1CCN(C)CC1	6%	5%	-12%	10%	13%	0%	-4%	1%
36	COc1cccc(NC(=O)c2ccccc2-c2nc(-c3ccc(F)cc3)no2)c1	-11%	3%	-2%[10 µM]	?	-9%	?	0%	-15%
37	C[C@H]1Cc2c(-c3ccccc3)nc3c(c2CO1)CN(C(=O)C1CCCCC1)CC3	3%[11.4 µM]	nt	-2%[10 µM]	-1%[13.5 µM]	8%[9.22 µM]	-1%[11.6 µM]	7%[11.5 µM]	-4%[11.6 µM]
38	CCn1c(SCC(=O)Nc2ccc(C)cc2)nc2nc3c(cc2c1=O)CCCC3	4%	-17%	29%[10 µM]	?	-20%	-4%	-10%	17%
39	CC1CN(Cc2csc(-c3ccc(Cl)cc3)n2)CC(C)O1 (stereo unspecified)	?	-29%	-34%[inhibitor]	16µM*	-75%[inhibitor]	-8%	-17%	4%
40	CC1=C(C(=O)N2CCN(c3cc(C)ccc3C)CC2)C2(CCCCC2)OC1=O	11%	-12%	nt	0%	-14%	-8%	-5%	-7%
41	O=C(NCCC1=CCCCC1)C1CC(=O)N(C2CCCCC2)C1 (stereo unspecified)	6%	-11%	-23%	?	-8%	0%	-1%	6%
42	COc1cccc(-c2nnc(NC(=O)c3ccccc3Br)o2)c1	?	11%[9.22 µM]	-2%[10 µM]	nt	nt	-9%	-6%	-5%
43	O=C1C=CC(=O)N1c1cccc(-c2ccccc2)c1	-1%	?	-69%[inhibitor][10 µM]	0.02µM*	nt	-4%	-12%	-14%
44	CN(C)Cc1ccccc1-c1ccc2ncnc(NCc3cccs3)c2c1	-3%	nt	-20%	6%	-22%	-5%	-1%	0%
45	O=C(O)CCN1C(=O)c2ccccc2C1=O	-5%	-11%	17%[10 µM]	-6%	9%	2%	0%	-2%
